Screening results: PubChem BioAssay, several laboratories
Arr AP2 block – inhibitors of beta-arrestin/AP2 binding, primary screen, biochemical, GPCR trafficking, flow cytometry | FITC-arrestin peptide / GST-AP2 beads; AP2 beta2 appendage carries R879A mutation | inhibition, % at 10 µM | 340,000 tested, 0.31% active | AID 504490, 2011;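 active means inhibition above a set limit, near 3 SD of compounds lacking own fluorescence, cut at about 54% in these data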;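 further: plate controls were DMSO wells for no effect and 5 µM unlabelled arrestin peptide for full effect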
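System: GST-AP2 R879A glutathione beads; medium: PBS, Tween 20 0.05%, BSA 0.1%; reagent: fluorescein-tagged arrestin peptide at 50 nM final; schedule: pre-incubation 12 min, peptide binding 1 h, room temperature; detection: flow cytometry, FL1 (488/535 nm); read-out: inhibition as reduced fluorescein signal on beads, percent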
C-LANA FP – inhibitors of KSHV C-LANA binding to DNA, primary screen, biochemical, fluorescence polarization, FAM-LBS DNA, MBP-C-LANA, single point; Kaposi's sarcoma herpesvirus LANA C-terminal domain (residues 932-1162) DNA binding; inhibition, % at 9 µM; 340,000 tested, 0.078% active; AID 504423, 2011;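 active means highest replicate inhibition at or above 60% at 9 µM, even if other replicates fall short; inactive means all replicates below 60% inhibition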;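 further: 0% = neutral control wells and 100% = 4 µM acridine orange control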
OPRM1-OPRD1 ag – agonists of OPRM1-OPRD1 heterodimerization, primary screen, cell-based, luminescence | Mu-type opioid receptor (Homo sapiens) + Delta-type opioid receptor (Homo sapiens), … | cells | activation, % at 9.3 µM | 340,000 tested, 0.3% active | AID 504326, 2011; in the data active means activation above about 18%;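 further: 0% = vehicle-treated cells and 100% = reference agonist; values of inactives mirror those of a sister screen read the other way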
Keap1-Nrf2 PPI – Keap1-Nrf2 protein-protein interaction inhibitors, primary screen, biochemical, fluorescence polarization, single point | 340,000 tested, 0.15% active | inhibition, % at 9.4 µM | AID 504523, 2011 | Keap1 Kelch-Nrf2 peptide fluorescence polarization, 1536-well; in the data active means inhibition above about 12%; inconclusive means no clear call, values can overlap the other calls; inactive means below about 7.3%;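 further: human Keap1 Kelch domain with fluorescein labeled Nrf2 9mer peptide probe; 0% = neutral control wells and 100% = peptide positive control; higher means more block of Keap1 binding to Nrf2 peptide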
Target sequence (Q14145 whole entry, looked up, the tested form may be a part): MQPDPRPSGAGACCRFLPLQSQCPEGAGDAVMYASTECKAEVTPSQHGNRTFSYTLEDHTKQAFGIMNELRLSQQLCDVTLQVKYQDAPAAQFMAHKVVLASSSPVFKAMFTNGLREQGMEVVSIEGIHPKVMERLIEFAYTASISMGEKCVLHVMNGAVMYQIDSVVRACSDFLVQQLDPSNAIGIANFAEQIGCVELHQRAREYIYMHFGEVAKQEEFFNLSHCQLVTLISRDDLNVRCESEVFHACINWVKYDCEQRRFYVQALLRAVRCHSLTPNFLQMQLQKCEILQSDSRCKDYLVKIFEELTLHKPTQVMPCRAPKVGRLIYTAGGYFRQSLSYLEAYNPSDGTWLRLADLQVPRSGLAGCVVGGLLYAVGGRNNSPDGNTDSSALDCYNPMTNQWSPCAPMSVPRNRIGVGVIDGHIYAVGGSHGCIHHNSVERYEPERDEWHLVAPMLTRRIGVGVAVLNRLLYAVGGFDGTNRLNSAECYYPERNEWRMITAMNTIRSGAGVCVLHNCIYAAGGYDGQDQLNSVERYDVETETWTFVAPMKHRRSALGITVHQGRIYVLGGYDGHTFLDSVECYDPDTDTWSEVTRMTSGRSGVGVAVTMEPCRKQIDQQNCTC
DSG3 Ab inh – inhibitors of pemphigus antibody binding to DSG3, primary screen, biochemical, bead-based, flow cytometry, scFv-GFP | DSG3-coupled beads, scFv-anti-DSG3-GFP binding; active compounds read low | 310,000 tested, 0.48% active | binding (percent of control), % at 10 µM;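 active means binding more than 3 SD below its plate's average and above zero; inconclusive means below that plate limit but binding exactly zero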;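 further: hits lower antibody fragment binding to DSG3; some compounds called inactive have numbers as strong as hits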
Cardiac RTF inh – cardiac RTF calcium sensitivity inhibitors, primary screen, biochemical, IANBD-TnC fluorescence, EC70 calcium | Troponin I, cardiac muscle (Homo sapiens) + Troponin T, cardiac muscle (Homo sapiens) + … | IANBD-labeled cardiac RTF, Ca2+ fluorescence | inhibition, % at 7.15 µM | 340,000 tested, 0.12% active | AID 493244, 2011;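 active means inhibition above the mean inhibition of all tested compounds plus 3 SD, cut at about 17% in these data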;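 further: assay run at fixed EC70 calcium of 1.6 mM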
RTF Ca sens act – cardiac RTF calcium sensitivity activators, primary screen, biochemical, IANBD-TnC fluorescence, EC20 calcium | 340,000 tested, 0.24% active | Troponin I, cardiac muscle (Homo sapiens) + Troponin T, cardiac muscle (Homo sapiens) + … | IANBD-labeled TnC RTF fluorescence at EC20 calcium; 0% EC20 calcium, 100% full calcium | activation, % at 7.2 µM | AID 493008, 2010;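 active means activation above the mean over all tested compounds plus 3 SD, cut at about 30% in these data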;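 further: rise in fluorescence read as greater calcium sensitivity of cardiac thin filaments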
OPRM1-OPRD1 inv – inverse agonists of MOR-DOR heterodimerization, primary screen, cell-based, luminescence. AID 504357, 2011. cell-based MOR-DOR heterodimer luminescence, inverse agonism. 340,000 tested, 0.21% active. inhibition, % at 9.3 µM. Mu-type opioid receptor (Homo sapiens) + Delta-type opioid receptor (Homo sapiens), …; in the data active means inhibition above about 22%, passing the limit was not always enough;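 further: 0% = cells with DMSO and 100% = wells without cells with DMSO; values of inactives mirror those of a sister screen read the other way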
V-ATPase pH – regulators of yeast V-ATPase proton pumping, primary screen, pHLuorin cytosolic pH fluorescence; response, % at 10 µM; AID 504577, 2011; 350,000 tested, 0.37% active; S. cerevisiae; in the data active means response mostly above about 7.3%, no sharp cut-off; inactive means mostly below about 5.4%; further: actives read high; inactives centre near 0; some compounds called inactive have numbers as strong as hits; reference of the scale not given here
Wnt bcat act – Wnt/beta-catenin pathway activators, primary screen, cell-based, plate reader, single point; 300,000 tested, 1.2% active; Wnt/beta-catenin reporter cell assay, activator; activation, % at 9.35 µM; in the data active means activation above about 30%, passing the limit was not always enough; inconclusive means no clear call, values can overlap the other calls;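 further: 0% = neutral control wells and 100% = positive control wells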
* marks the source's active call; other numbers are inactive results; ? = inconclusive; . = no result given; & = joins results of further samples. Outcome played no part in choosing rows; any-hit rate near 3.1%.

SMILES	Arr AP2 block	C-LANA FP	OPRM1-OPRD1 ag	Keap1-Nrf2 PPI	DSG3 Ab inh	Cardiac RTF inh	RTF Ca sens act	OPRM1-OPRD1 inv	V-ATPase pH	Wnt bcat act
CN(C)S(=O)(=O)c1cccc(-c2nn(-c3ccccc3)cc2/C=C(/C#N)C(=O)NCc2ccco2)c1	22	0.4	-2.6	-4	93	-3	-2	16	3	2
O=C(NCCc1ccccc1)C(=O)NCC(c1ccco1)N1CCOCC1 (centres undefined)	6	-0.6	-0.9	2	106	-7	2	5	2	2
COc1ccccc1COc1ccc2c(C)c(CC(=O)O)c(=O)oc2c1C	2	-1.7	-1.2	-4	170	-8	-3	7	-1	1
COc1cc(C(=O)OCC(=O)NCc2ccc(F)cc2)cc(NC(=O)c2cccs2)c1OC	-18	0.1	-3.0	-4	98	-3	-2	15	4	.
C=C(c1ccc(OC)cc1)c1ccc(OC)cc1	-5	-2.0	2.4	0	107	-2	-3	-13	0	.
COc1ccccc1CNC(=O)c1ccccc1C(=O)NC(C)(C)C(=O)NCc1ccccc1OC	-2	-0.1	-1.2	-6	117	12	3	6	0	0
CN=C(Nc1cc(C)nn1CCC#N)c1ccccc1	24	0.4	-0.9	1	73	-7	-1	5	3	-3
CC1(C)Cc2cccc(OCC(O)CNCc3ccccn3)c2O1 (centres undefined)	15	-0.2	-0.8	-4	100	18*	-3	4	-7	.
Cc1ccnc(SCCn2c(N3CCOCC3)nc3c2c(=O)[nH]c(=O)n3C)n1	13	0.3	-0.1	-4	107	-7	0	1	1	-1
Cc1ccc(NC(=O)CCNS(=O)(=O)c2ccc3[nH]c(=O)oc3c2)c(Cl)c1	-5	0.1	-1.1	-4	102	4	9	6	-2	0
C=CCn1c(SCC(=O)Nc2nc(C)cs2)nnc1C(C)NC(=O)c1ccccc1Cl (centres undefined)	4	-1.1	-3.5	-2	100	2	0	18	-2	-2
Cc1ccnc(NC(=O)COc2c(C)cc(C)cc2[N+](=O)[O-])c1	-12	-0.3	-1.4	-2	99	11	4	7	0	-3
Cc1cc(Cl)ccc1OCC(O)CNCCc1ccc(S(N)(=O)=O)cc1 (centres undefined)	-2	.	-0.6	-2	99	-3	-3	3	-1	0
Cc1ccccc1Cn1c(C)nc2ccc([N+](=O)[O-])cc2c1=O	-1	0.8	0.4	-1	105	-3	-1	-2	-3	2
Cc1cc(C)cc(NC(=O)C2(c3cccs3)CCOCC2)c1	33	1.1	-1.7	1	113	-6	4	9	-2	-2
COC(=O)C1(C(F)(F)F)C2C=CC(C2)N1S(=O)(=O)c1ccc(C)cc1 (centres undefined)	-14	-0.5	0.6	-3	.	-21	2	-5	1	-3
COc1ccc(CCNC(=O)CNS(=O)(=O)c2ccc(Br)cc2)cc1	0	-0.8	-2.0	-4	98	-10	-1	10	0	0
COc1ccc(-n2c(Cc3cccn3C)nnc2SCC(=O)NC2CCCC2)cc1	25	1.5	-2.0	-10	111	-1	5	10	-1	0
N#C/C(=C(/O)c1ccc(Cl)cc1)c1nc2ccccc2[nH]1	-10	2.4	-2.2	2	101	-11	-3	12	-1	9
CCCCC(CC)C(=O)NCCc1ccc(S(N)(=O)=O)cc1 (centres undefined)	2	0.6	-2.2	2	100	-1	-1	11	1	.
O=C1c2nccnc2C(=O)N1c1ccc(F)cc1	-20	-1.4	0.1	-6	99	-13	11	-1	7	-1
O=CN1CCN(c2c([N+](=O)[O-])c(=O)oc3ccccc23)CC1	1	3.8	-3.3	0	108	-1	3	16	-4	1
CCC(C(=O)Nc1cccc(C(=O)O)c1C)c1ccccc1 (centres undefined)	15	0.1	1.8	3	100	1	8	-10	1	-6
O=C(c1ccccc1)N1CCN(C(=O)c2ccccc2)c2ccccc21	-2	11	-2.6	-7	91	-3	-6	13	-3	8
CC1(C(=O)O)C=CC2(CCCCC2)N1C(=O)c1ccccc1 (centres undefined)	2	-0.9	-2.2	-5	93	2	8	13	4	-2
O=C(c1coc(=O)c(Br)c1)N1CCOCC1	4	5.8	-0.2	2	97	-7	2	1	0	.
CC(C)OC(=O)c1ccc(COc2ccc3ccc(=O)oc3c2)o1	1	1.9	-0.9	7	108	7	-7	5	-5	13
COC(=O)C1(O)CC(CC(C)C)=NN1C(=O)c1ccccc1 (centres undefined)	-1	-2.4	-1.2	0	106	-16	-1	7	7	.
CC(C)(C)OC(=O)N1CCC[C@H]1C(=O)NCC1CCC(C(=O)O)CC1 (some centres undefined)	0	-1.7	-3.3	-4	103	4	-3	17	-2	-3
CC(C)c1ccc(N(CC(=O)NC2CCCC2)C(=O)CCC(=O)Nc2nccs2)cc1	-10	3.3	-0.7	-2	112	5	-4	5	0	-2
Nc1ccccc1Nc1nc2ccccc2[nH]1	-9	-2.7	-1.5	-3	100	-10	-5	7	3	-2
COc1ccccc1CNC(=O)CSc1ccccc1	8	1.2	-2.8	-3	80	-11	2	14	1	2
Cc1cc(OCC(=O)NCCO)ccc1Cl	10	-1.1	-0.8	0	.	-13	10	5	-4	-2
CCOc1ccc(Br)cc1S(=O)(=O)Nc1ccc(N2CCOCC2)cc1	24	-0.6	-1.1	0	96	0	3	6	-1	.
COC(=O)CCN1CCN(S(=O)(=O)c2ccccc2Br)CC1	-16	1.3	-3.1	?	.	-1	4	14	-2	0
CCSc1nc2c(sc3ccccc32)c(=O)n1C(C)C	5	-0.8	2.0	3	97	-5	-5	-10	3	.
O=C(NCC1CCCO1)c1cc2ccccc2[nH]1 (centres undefined)	1	1.5	0.5	-6	109	5	10	-3	6	.
CC(Oc1ccccc1)C(=O)NN1Cc2ccccc2C1=N (centres undefined)	59*	1.0	-2.5	1	95	6	-4	12	-1	0
Cc1onc(C(=O)N2CCN(c3ccccc3)CC2)c1[N+](=O)[O-]	-24	3.5	-3.4	1	105	7	-3	17	0	1
Cc1ccccc1-n1ncc2c1CC(C)(C)CC2NC(=O)CCN1Cc2ccccc2C1=O (centres undefined)	3	-1.2	-2.1	-1	98	0	-8	11	0	-1
COc1cc(C(=O)OCC(=O)Nc2cccc(S(=O)(=O)N3CCCC3)c2)ccc1OCC(C)C	-1	-0.1	2.0	-4	95	-8	-6	-13	5	1
Cc1ccc(C)c(CN2C(=O)NC3(CCCCCC3)C2=O)c1	7	-1.0	1.8	-1	.	-26	0	-13	8	-2
Cc1cccc(NC(=S)N2CCC(NC(=O)c3cccc(F)c3)CC2)c1	14	1.0	-0.2	0	100	7	-4	1	3	0
Cc1ccc(C(=O)NCCc2nnc(SCC(=O)Nc3cccc(C(=O)O)c3)n2C)cc1	0	0.9	-0.7	-2	.	-9	3	3	-2	.
CN1CCN(CC#CCC(O)(c2ccccc2)c2ccccc2)CC1	-8	4.9	-1.9	-1	.	-2	3	10	-1	0
COCCn1c(SCC(=O)Nc2cccc(OC)c2)nc2c(oc3ccccc32)c1=O	11	-0.3	-3.1	-3	102	-8	4	15	0	-1
CCCc1[nH]c2ccc(C(=O)OC)cc2c1CCC	10	0.3	4.5	2	102	4	-13	-26	4	0
CCN(CC)C1CCN(Cc2cn[nH]c2-c2ccc(OC)c(F)c2)C1 (centres undefined)	-1	-1.8	.	-1	110	.	.	.	-1	0
CCN(CC)CCNC(=O)c1cn(CC)c2ccc(S(=O)(=O)N(C)C)cc2c1=O	4	1.1	-0.9	0	106	1	1	5	0	0
CC(C)(C)c1ccc(C(=O)c2c[nH]c(C(=O)NCc3cccnc3)c2)cc1	-1	-0.7	-3.2	1	92	-4	-7	16	1	.
O=C1C(C=NCc2ccco2)=C(O)c2ccccc21	8	0.4	-1.5	-5	98	0	3	9	6	.
CCOC(=O)COc1ccc(S(=O)(=O)Nc2ccc(C)cc2)cc1	4	1.6	-0.6	-5	101	-11	4	3	-2	.
COCCn1c(Cc2ccccc2)nnc1SCC(=O)N1CCOCC1	2	0.9	-2.0	2	98	2	-4	10	-1	1
Cc1c(NS(=O)(=O)c2cccc(C(=O)OCC(=O)c3ccc(Cl)cc3)c2)c(=O)n(-c2ccccc2)n1C	8	-0.3	-2.4	-2	111	-1	-5	9	3	-1
CCCCOC(=O)c1cc(C)nc2ccc(Br)cc12	-7	-0.6	3.4	-1	122	0	2	-16	1	.
CCCCNC(=O)O[C@H]1C[C@@H]2CCN3C(=O)CCC(C)(C)[C@H](C1)[C@H]23	23	0.2	-1.5	-6	99	4	-1	9	14	-3
COc1cc(NC(=S)Nc2cccc(Cl)c2Cl)c(OC)cc1Cl	-6	-0.5	-0.2	-3	102	-2	-4	1	-2	.
COc1ccc([C@H]2/C=C\CN(C(=O)CC(C)(C)C)[C@@H](C)C(=O)N2Cc2ccc(F)cc2)cc1	-1	-0.9	2.3	-2	104	0	-1	-13	5	-11
COc1cc(O)c(C(=O)/C=C/c2ccccc2)c(OC)c1	4	-0.4	1.3	1	95	-3	-2	-7	2	-2
CCN(CC)S(=O)(=O)c1cccc(C(=O)Nc2ccc(S(=O)(=O)NC3=NCCCCC3)cc2)c1	23	-1.2	-0.6	1	103	-6	-3	4	4	-3
(cont.)
SMILES	Arr AP2 block	C-LANA FP	OPRM1-OPRD1 ag	Keap1-Nrf2 PPI	DSG3 Ab inh	Cardiac RTF inh	RTF Ca sens act	OPRM1-OPRD1 inv	V-ATPase pH	Wnt bcat act
O=S(=O)(c1ccc(S(=O)(=O)N2CCN(C3CCCCC3)CC2)cc1)N1CCCCCC1	20	0.7	-2.1	2	98	2	-7	12	-2	.
CC(C)CCC(C(=O)O)C(C)CC(=O)NNC(=O)c1ccco1 (centres undefined)	17&3	-7.6&2.3	0.5&-1.0	-4&2	97&97	-8&7	0&4	-3&5	-1&0	-2&-1
O=C(COC(=O)c1ccc(Cl)nc1)NC1CCCCCC1	2	3.6	2.5	-6	.	1	-3	-10	-3	-2
O=C(/C=C/c1ccccc1)Nn1c(-c2cccs2)nc2ccccc2c1=O	-2	2.0	2.7	-3	87	-4	2	-19	3	-4
CC1(c2ccccc2)NC(=O)N(CC(=O)Nc2cc3c(cc2Br)OCCO3)C1=O (centres undefined)	-2	0.6	-1.3	-5	100	-2	-4	7	-2	0
